Source: PubChem BioAssay
PKA-R2B act: PKA-R2B complex activation | PKA-R2B holoenzyme dissociation, Cy5-IP20 fluorescence polarization; R2B truncated from residue 108, S112A mutant; 0% DMSO only, 100% 113 µM cGMP | activation, % at 11.4 µM | actives 0.079% (n = 340,000);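 active means activation above a cutoff set at the mean over all compounds plus 3 SD, cut at about 18% in these data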;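 further: higher means more holoenzyme dissociation and a rise in polarization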
Target sequence (P31323 whole entry, looked up, other chains not shown, the tested form may be a part): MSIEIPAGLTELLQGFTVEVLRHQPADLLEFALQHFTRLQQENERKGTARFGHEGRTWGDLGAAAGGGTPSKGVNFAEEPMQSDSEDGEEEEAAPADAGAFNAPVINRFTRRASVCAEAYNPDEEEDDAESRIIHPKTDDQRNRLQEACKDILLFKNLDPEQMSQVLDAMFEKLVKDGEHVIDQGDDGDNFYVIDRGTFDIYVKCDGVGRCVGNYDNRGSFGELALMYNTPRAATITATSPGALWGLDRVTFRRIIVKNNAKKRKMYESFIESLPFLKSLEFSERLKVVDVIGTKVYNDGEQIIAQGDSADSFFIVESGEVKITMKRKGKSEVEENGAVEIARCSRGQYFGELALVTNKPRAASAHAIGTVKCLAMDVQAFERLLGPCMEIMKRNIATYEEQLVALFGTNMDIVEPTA
MOR-DOR inv ag: inverse agonists of human mu-delta opioid receptor heterodimerization; P35372+P41143; cell-based MOR-DOR heterodimer luminescence, inverse agonism; inhibition, % at 9.3 µM; actives 0.21% (n = 340,000); AID 504357; in the data active means inhibition above about 22%, passing the limit was not always enough;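 further: 0% = cells with DMSO and 100% = wells without cells with DMSO; values of inactives mirror those of a sister screen read the other way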
phage Ecoli inh: E. coli growth loss with phage present; growth absorbance; inhibition, % at 11.9 µM; actives 0.26% (n = 360,000); AID 651602; in the data active means inhibition above about 11%
Tat transport: E. coli Tat transport inhibition; E. coli MC4100 TorA-mCherry Tat export, fluorescence; inhibition, % at 10 µM; actives 0.036% (n = 340,000); AID 488895;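 active means mean replicate inhibition at least 50% and at least half of replicates individually reaching 50%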;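 further: exported cargo escapes ClpAP degradation while cytoplasmic cargo is degraded and loses fluorescence; 0% = median of neutral control wells and 100% = median of NaSCN control wells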
PfHsp90 set2: reduces growth (ATP signal) of yeast expressing P. falciparum Hsp90. actives 0.32% (n = 310,000). inhibition, % at 9.4 µM. S. cerevisiae expressing PfHsp90, BacTiter-Glo ATP, 48 h; yeast lacking PDR1 and PDR3 efflux regulators;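 active means every replicate shows inhibition above about 80%, whatever the replicate mean, limit read from the data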;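 further: 0% = DMSO neutral controls and 100% = 20 µM radicicol positive controls; yeast relying on Plasmodium falciparum Hsp90 in place of its own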
OPRM1-OPRD1 ag: agonists of human mu-delta opioid receptor heterodimerization; P35372+P41143; cells, OPRM1-OPRD1 heterodimerization, luminescence; activation, % at 9.3 µM; actives 0.3% (n = 340,000); in the data active means activation above about 18%;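 further: 0% = vehicle-treated cells and 100% = reference agonist; values of inactives mirror those of a sister screen read the other way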
Ecoli viability: bacterial growth inhibition, counter-screen for AddAB inhibitors. actives 0.27% (n = 330,000). inhibition, % at 11.9 µM. E. coli V3065 growth, OD600 absorbance, 18 h. AID 449728;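 active means inhibition above the campaign's mean inhibition across all tested compounds plus 3 SD, cut at about 9.9% in these data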;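 further: uninfected addAB+ strain grown without phage in ampicillin broth; 0% = DMSO wells and 100% = ciprofloxacin 0.95 µg/ml wells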
HTR5A inv ag: HTR5A inverse agonism, opioid heterodimer counter-screen; P47898; HTR5A cell line, luminescence; inhibition, % at 9.3 µM; actives 0.083% (n = 340,000); AID 504634; in the data active means inhibition mostly above about 23%, no sharp cut-off; inactive means mostly below about 18%;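 further: 0% = cells with DMSO and 100% = no-cell wells with DMSO; some compounds called inactive have numbers as strong as hits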
Target sequence (P47898 whole entry, looked up): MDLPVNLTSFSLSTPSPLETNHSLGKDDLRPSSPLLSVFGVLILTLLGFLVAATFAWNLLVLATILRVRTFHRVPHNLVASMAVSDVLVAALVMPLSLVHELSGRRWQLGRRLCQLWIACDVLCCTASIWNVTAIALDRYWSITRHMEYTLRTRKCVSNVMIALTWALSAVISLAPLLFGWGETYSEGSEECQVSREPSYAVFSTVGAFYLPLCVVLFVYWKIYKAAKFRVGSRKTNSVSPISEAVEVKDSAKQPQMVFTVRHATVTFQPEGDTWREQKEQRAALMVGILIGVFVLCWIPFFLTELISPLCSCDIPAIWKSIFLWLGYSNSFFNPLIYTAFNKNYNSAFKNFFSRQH
AddAB inh: less growth of phage-infected E. coli with AddAB; E. coli expressing H. pylori AddAB, absorbance growth; AID 435030; actives 0.29% (n = 330,000); inhibition, % at 11.9 µM; in the data active means inhibition above about 12%;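 further: 0% = vehicle wells of infected cells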
PKA-R1A activ: PKA-R1A complex activation; PKA-R1A dissociation, Cy5-IP20 fluorescence polarization; scaled: DMSO 0%, 113 µM cGMP 100%; activation, % at 11.4 µM; actives 0.083% (n = 340,000);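 active means percent activation above the mean of all tested compounds plus 3 SD, cut at about 19% in these data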;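 further: higher means more PKAc released from R1A so a rise in polarization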
SUMO Mot1 rescue: blocks SUMOylation pathway, rescuing yeast Mot1-301 growth; S. cerevisiae Mot1-301 growth rescue, ATP luminescence, 38.5C; percent above DMSO median, 100 means doubled; growth rescue, % at 18.8 µM; actives 1% (n = 320,000); AID 2716;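 active means every valid replicate shows activation above 250% relative to neutral control wells; inactive means the rest, any valid replicate at or below 250%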;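 further: OY570 slx delta 5 strain wells were the positive control but not used for scaling; some compounds called inactive have numbers as strong as hits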
* marks the source's active call; other numbers are inactive results; i = inactive; x = no result given.

Below each compound: Tat transport	HTR5A inv ag	SUMO Mot1 rescue	phage Ecoli inh	MOR-DOR inv ag	PKA-R1A activ	OPRM1-OPRD1 ag	Ecoli viability	PfHsp90 set2	AddAB inh	PKA-R2B act
- COc1ccc(NC(=O)CN2C(=O)N(C)Cc3ccccc32)c(C)c1
→ -8	22	141	2.0	17	-4	-3.4	0.3	15	-0.4	0
- CCOC(=O)c1cc2c(C)n(-c3ccc(C)cc3)c(C)c2ccc1=O
→ 0	-4	-8	2.0	4	-3	-0.9	1.3	x	-0.4	-13
- Cc1cc(NC(=O)C2CCCN2C(=O)Nc2c(C)cccc2C)ccc1-n1cnnn1 (stereo unspecified)
→ -5	0	-3	4.1	7	4	-1.2	-0.2	-4	1.6	-4
- O=c1c2ccccc2cnn1-c1nc2ccccc2[nH]1
→ 1	5	x	1.1	-8	3	1.1	x	72	x	12
- Cc1c(NC(=O)c2ccccc2NS(=O)(=O)c2ccc(Br)cc2)c(=O)n(-c2ccccc2)n1C
→ 2	-7	i	1.4	9	-4	-1.7	-1.7	x	0.5	-11
- Cc1cc(NC(=O)CSCc2ccccc2C)no1
→ -1	4	x	1.1	3	4	-0.7	-0.8	-2	0.2	-8
- O=C(Cn1c(CO)nc2ccccc21)NCCc1ccc(F)cc1
→ 2	x	55	4.2	x	-15	x	10*	-6	10	-8
- Cc1oc2c(c(C)cc3oc(=O)c(CC(=O)N[C@@H](C)C(=O)O)c(C)c32)c1C
→ -11	-14	73	0.3	3	-2	-0.6	-1.2	-1	-1.5	-4
- C=CCNC(=O)c1sc(-c2ccccc2)nc1C
→ -7	4	8	3.5	6	-7	-1.0	-1.4	-12	3.0	8
- CCCNc1nc2ccccc2n2c(C)nnc12
→ -3	-15	-10	3.5	8	-4	-1.7	-0.3	18	0.4	4
- COc1ccc(C(=O)NNc2cc(C)nc(NNC(=O)c3ccc(OC)cc3)n2)cc1
→ -7	-5	115	3.5	20	-9	-3.9	2.1	-9	-2.0	-2
- CCn1c(=S)sc2c(=O)n(CC(=O)Nc3cccc(Br)c3)c(C)nc21
→ -2	-16	-7	1.2	-39	-3	7.4	0.7	15	2.7	-8
- O=C(CCc1nnc(CCCc2ccccc2)o1)NCCCC1CCCC1
→ 1	-6	-23	3.4	15	-11	-2.5	-2.8	9	0.3	1
- O=C(CSc1nnc(Cc2ccccc2)o1)Nc1ccccc1
→ 2	21	1	1.5	4	-3	-0.9	-3.1	x	0.5	1
- COC(=O)c1cc2c(n(-c3ccccc3)c1=O)CCCC2=O
→ -3	17	x	2.6	7	-5	-1.5	x	1	x	6
- CN1CCN(C(=O)c2cccc(S(=O)(=O)N3CCCC3)c2)CC1
→ 4	-24	-11	-0.8	12	-18	-2.9	0.3	-5	2.7	1
- O=C1C=C(Nc2cccc(O)c2)CC(c2ccco2)C1 (stereo unspecified)
→ -5	0	-10	0.9	15	-4	-3.5	-0.8	11	-1.2	3
- CCCc1cc(C(=O)Nc2sc3c(c2C(=O)OCC)CCCC3)no1
→ 2	8	4	1.1	11	-3	-1.8	1.3	-10	-0.3	-7
- Cc1noc(C)c1S(=O)(=O)N(CC(=O)N1CCn2c1nc1ccccc12)c1ccc(C(C)C)cc1
→ 0	x	-7	2.1	x	5	x	-0.3	0	3.0	-1
- Cc1cc(C)cc(NC(=O)c2sc3nc4n(c(=O)c3c2C)CCC4)c1
→ -1	2	-14	2.6	17	-3	-3.4	-2.5	11	3.2	12
- O=C(NN=C1CCN(Cc2ccccc2)CC1)c1cccc(S(=O)(=O)Nc2ccccc2Cl)c1
→ 8	1	-9	2.3	-4	-4	0.8	1.2	10	3.9	4
- Cc1ccc2c(c1)N(CC(=O)N1CCCCCC1)C(=O)C(C)O2 (stereo unspecified)
→ -20	15	4	1.2	8	-4	-1.1	0.8	16	2.6	5
- COCC1CCCN(C(=O)c2cc(COc3ccc(C(C)=O)cc3)on2)C1 (stereo unspecified)
→ -1	5	-15	2.9	-3	1	0.5	-1.3	-15	0.6	-13
- CC(=O)Nc1ccc(S(=O)(=O)NC(C)c2ccncc2)cc1 (stereo unspecified)
→ -1	-23	-12	1.2	0	0	0.0	1.1	-20	2.8	-5
- CCOC(=O)C1CCN(S(=O)(=O)c2ccc(OC)c(C(=O)N3CCCCCC3)c2)CC1
→ 0	-4	-6	1.4	12	-1	-1.9	0.1	5	2.8	-10
- N/C(=N\OC(=O)CCCc1ccccc1)c1cccnc1
→ -4	3	19	2.7	-4	-4	0.6	-4.4	8	0.2	-5
- CC(C)CN(C(=O)CSc1nnc(C2CC2)n1-c1ccccc1)C1CCS(=O)(=O)C1 (stereo unspecified)
→ -2	10	7	1.1	12	3	-3.0	1.2	9	1.8	1
- COc1cc(CN2CCCC(C(=O)c3ccc4c5c(cccc35)CC4)C2)cc(OC)c1O (stereo unspecified)
→ -1	-13	x	1.7	1	-9	-0.3	1.0	3	0.7	5
- Cc1nnc(NC2=NCCC2)s1
→ 2	-11	x	1.8	2	7	-0.3	0.8	10	0.2	-7
- CCN(CC)CCCC(C)n1c2nc(=O)[nH]c(=O)c-2nc2cc(Cl)ccc21 (stereo unspecified)
→ -6	-8	x	1.2	-41	6	7.9	x	-9	x	-4

Brought forward from above: two entries, then new ones.
Below each compound: Tat transport	HTR5A inv ag	SUMO Mot1 rescue	phage Ecoli inh	MOR-DOR inv ag	PKA-R1A activ	OPRM1-OPRD1 ag	Ecoli viability	PfHsp90 set2	AddAB inh	PKA-R2B act
- Cc1nnc(NC2=NCCC2)s1
→ 2	-11	x	1.8	2	7	-0.3	0.8	10	0.2	-7
- CCN(CC)CCCC(C)n1c2nc(=O)[nH]c(=O)c-2nc2cc(Cl)ccc21 (stereo unspecified)
→ -6	-8	x	1.2	-41	6	7.9	x	-9	x	-4
- COCC(=O)OCC(=O)Nc1cc([N+](=O)[O-])ccc1Cl
→ -1	-37	x	4.0	5	-3	-0.9	x	0	x	0
- COc1ccc([C@H]2CC(=O)C=C(c3ccc(OC)c(OC)c3)C2)cc1
→ -6	5	-2	1.4	-9	-7	1.6	2.7	-2	4.2	-1
- COc1ccc(-n2ncc3c2CC(C)(C)CC3NC(=O)CCN2CCCCC2=O)cc1 (stereo unspecified)
→ -10	-6	-20	0.0	3	5	-0.6	-1.2	-2	2.1	-12
- CN(C)S(=O)(=O)c1ccc(N2CCCC2)c(C(=O)N2CCN(S(=O)(=O)c3ccc(F)cc3)CC2)c1
→ -18	22	-8	-0.1	1	10	-0.2	0.9	x	1.2	8
- COc1ccc(OC)c(NC(=O)CSc2nnc(-c3ccco3)o2)c1
→ 3	-3	292	0.9	10	1	-1.9	3.0	-23	3.9	3
- CCc1sc(C(=O)Nc2ccc3c(c2)OCO3)cc1C
→ -3	9	-5	10	6	-1	-1.6	5.6	-8	2.5	-5
- Cn1c2ccccc2c2cc(C(=O)NNS(=O)(=O)c3ccc(F)cc3)sc21
→ 2	2	24	2.5	-4	-1	0.7	3.2	-4	0.9	6
- CCC(C)[C@H](N)c1cn([C@@H](Cc2ccc(O)cc2)C(=O)N2CCNCC2)nn1 (stereo partly specified)
→ -4	8	-1	1.6	9	4	-1.6	-0.1	-9	-1.1	5
- O=C(N/N=C1\CC(c2ccccc2)Oc2ccccc21)c1ccc(O)cc1 (stereo unspecified)
→ 1	-12	93	0.2	-21	1	2.5	1.3	-62	-0.5	2
- O=C(CCNC(=O)Cn1ccc2ccccc2c1=O)NCc1ccccn1
→ -6	-2	-5	-0.7	1	-2	-0.3	-0.1	-7	0.5	-6
- COc1cc(CC(=O)OCC(=O)c2c[nH]c3ccccc23)cc(OC)c1OC
→ 1	-24	-10	0.6	13	-15	-3.1	-2.1	-4	0.8	-1
- COc1cc(=O)oc(CCC(C)O)c1C (stereo unspecified)
→ -4	2	x	-1.7	17	1	-3.4	1.4	-14	1.9	-4
- Cc1c(NS(=O)(=O)c2ccc3c(c2)NC(=O)CC(=O)N3)cccc1[N+](=O)[O-]
→ -9	-31	-5	1.6	8	-6	-1.4	2.3	9	3.4	0
- CC(=O)Nc1ccc2c(c1)N(S(=O)(=O)c1cccs1)CCC2
→ 6	-6	26	-0.4	0	-8	0.1	1.0	-2	0.4	2
- O=C1CCCN1CCCNC(=S)Nc1ccc(F)cc1
→ 1	19	-17	3.9	15	-9	-3.0	-0.8	11	0.8	-4
- Cc1ccc(Oc2coc3cc(O)ccc3c2=O)cc1
→ -9	-3	3	3.0	12	0	-2.6	-0.3	0	0.7	-7
- C#CCOC(=O)Nc1cnccc1C(F)(F)F
→ 0	7	-9	1.3	19	-1	-3.8	0.2	-3	4.3	12
- C(=N\c1nc2ccccc2[nH]1)/c1cccs1
→ -4	-8	-12	4.0	10	-2	-1.9	3.5	2	2.4	1

An excerpt from above in order of the PKA-R2B act value, low to high.
canonical_smiles	PKA-R2B act
COc1ccc(-n2ncc3c2CC(C)(C)CC3NC(=O)CCN2CCCCC2=O)cc1 (stereo unspecified)	-12
O=C1CCCN1CCCNC(=S)Nc1ccc(F)cc1	-4
Cc1c(NS(=O)(=O)c2ccc3c(c2)NC(=O)CC(=O)N3)cccc1[N+](=O)[O-]	0
C(=N\c1nc2ccccc2[nH]1)/c1cccs1	1
COc1ccc(OC)c(NC(=O)CSc2nnc(-c3ccco3)o2)c1	3
